High-throughput results: PubChem BioAssay, Sanford-Burnham Center for Chemical Genomics
SENP1 FRET inh = human SENP1 catalytic domain inhibitors, primary screen, biochemical, FRET, uHTS; recombinant SENP1 catalytic domain, CyPet-SUMO1-YPet FRET cleavage; 360,000 tested, 0.21% active; AID 624204, 2012; inhibition, % at 10 µM;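 active = inhibition at least 30% at 10 µM, raw YFP signal under a set limit, fluorescence ratio 0.5 to 1.5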;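 note: 0% = enzyme with DMSO and 100% = no enzyme wells; some results filed as inactive read as strong as hits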
Target sequence (Q9P0U3 419-644 limits assumed): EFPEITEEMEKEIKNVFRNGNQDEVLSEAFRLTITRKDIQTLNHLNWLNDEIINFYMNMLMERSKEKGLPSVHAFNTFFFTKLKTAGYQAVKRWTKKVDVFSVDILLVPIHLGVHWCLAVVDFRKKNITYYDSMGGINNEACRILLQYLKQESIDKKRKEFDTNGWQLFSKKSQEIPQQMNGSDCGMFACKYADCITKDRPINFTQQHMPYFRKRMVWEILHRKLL
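System: Recombinant human SENP1 catalytic domain, His6-tagged | Incubation: Enzyme reaction for 50 min at room temperature, dark | Medium: Tris pH 8 with BME, BSA, NP40 and catalase | Also added: 25 nM SUMO1 FRET substrate | Compound: 10 µM single point, 0.5% DMSO | Measured by: FRET fluorescence in CFP and YFP emission channels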
MPTP block = mitochondrial permeability transition pore inhibitors, primary screen, biochemical, isolated mouse mitochondria, absorbance; Ca2+ swelling absorbance, 30 min; inhibition, % at 10 µM; 360,000 tested, 1.4% active; AID 602449, 2012;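 active = inhibition of 50% or more, scaled per plate between neutral and stimulator controls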;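 note: 0% = DMSO wells given calcium and 100% = 1 mM EGTA wells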
SENP8 block = human SENP8 protease inhibitors, primary screen, biochemical, fluorescence, Nedd8 protein substrate, uHTS; Sentrin-specific protease 8 (Homo sapiens), Q96LD8; recombinant SENP8; inhibition, % at 20 µM; 360,000 tested, 0.64% active; AID 602440, 2012; in the data active = inhibition mostly above about 40%, no sharp cut-off; inactive = mostly below about 27%
Target sequence (Q96LD8 whole entry, looked up): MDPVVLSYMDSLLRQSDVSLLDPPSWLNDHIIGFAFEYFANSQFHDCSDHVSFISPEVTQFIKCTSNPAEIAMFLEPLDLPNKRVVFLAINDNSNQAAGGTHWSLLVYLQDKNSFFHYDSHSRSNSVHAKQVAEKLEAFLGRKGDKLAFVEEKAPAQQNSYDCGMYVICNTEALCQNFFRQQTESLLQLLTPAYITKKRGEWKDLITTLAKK
An asterisk follows results filed as active.

SMILES	SENP1 FRET inh	MPTP block	SENP8 block
CCOC(=O)C1=CCC(c2ccc(CC)cc2)N(S(=O)(=O)c2ccc(C)cc2)C1 (stereo not given)	0.4	3.0	7.6
Cc1cc(C)c2nc(-c3ccccc3)ccc2c1	-1.7	0.9	16.0
Cc1cccc(C)c1NC(=O)C(c1ccncc1)n1c(=O)c(-c2ccccc2)nc2ccccc21 (stereo not given)	-6.7	-2.7	-423.6
COc1ccc(CCCNC(=O)C2Cc3c(-c4ccc5c(c4)OCO5)ccnc3O2)cc1 (stereo not given)	0.8	-0.7	-56.5
CCc1nc2c(OCc3cc(Cl)cc(Cl)c3)cccn2c1N(C=O)Cc1ccccc1	-4.5	0.3	-2.5
CCCc1nc2ccc(C(=O)OC)cn2c1Cc1ccc(C)cc1	-40.7	-1.1	-100.6
O=C(Nc1cccc(C(F)(F)F)c1)c1csc(COCCO)n1	0.5	-0.2	11.1
CCOC(=O)N(C)c1c(CC)nc2c(OCc3ccc(OC(F)F)cc3)cccn12	-1.7	0.7	-6.1
CC(N)C(=O)NC(C(=O)NC(C)C(=O)Nc1cccc2ccccc12)C(C)C (stereo not given)	-17.1	0.1	-263.2
CC(C)CNC(=O)C1(C)CCCN1C(=O)c1cc2ccccc2s1 (stereo not given)	-0.7	-0.2	12.5
CCc1nc2ccc(C(=O)Nc3cc(-c4ccccc4)ccc3OC)cn2c1N(C)CCC(C)C	-32.8	1.9	21.1
Cn1ccc2c(-c3ccccc3F)cc3c(c21)C1CCC3C1 (stereo not given)	1.7	0.9	-365.6
CC1(C(=O)NCc2ccccc2)CCC(=O)N1CC(F)(F)F (stereo not given)	1.2	-1.7	6.3
O=C(NCc1ccccc1)C(c1ccc(F)cc1)N1CCN(CCN2CCOCC2)CC1 (stereo not given)	1.1	0.6	20.4
CCC(C(=O)NCc1ccccc1)n1c(CSCCOc2ccccc2)nc2ccccc21 (stereo not given)	0.0	0.5	12.4
COc1cc(CN2C[C@@H](CO)O[C@@H](n3cnc4c(NCc5ccncc5)ncnc43)C2)cc(OC)c1OC	-0.6	-1.2	8.5
CC(C)NC(=O)OC1CC2CC1[C@H]1CCCCN1C2=O (stereo not given in full)	0.0	2.9	9.1
CCOC(=O)C(=O)N(C)c1c(CC)nc2c(OCc3ccccc3OC)cccn12	2.3	-0.1	14.2
Cc1ccc(C=C(C#N)C(=O)c2ccccc2)cc1	-16.6	-0.9	-24.1
O=C(NC1CCCC1)C(C1CC1)n1c(-c2ccccn2)nc2ccccc21 (stereo not given)	0.1	0.6	-71.0
Cc1cccc(CN2CCN(C3CN(Cc4cn(Cc5cccc(Cl)c5)nn4)S(=O)(=O)C3)CC2)c1 (stereo not given)	-1.9	-1.4	22.9
CC(=O)Nc1ccc(C(=O)N2CCCC(c3cc(C(=O)NCc4cccnc4)no3)C2)cc1 (stereo not given)	0.1	0.1	5.6
Cc1ccc2nc(CN(C)C(=O)[C@H]3O[C@@H](n4ccc(N)nc4=O)[C@H](O)[C@@H]3O)[nH]c2c1	-4.5	-0.9	13.8
CC(C)NC(=O)c1cc(C2CCCCN2S(=O)(=O)c2ccc(C#N)cc2)on1 (stereo not given)	1.1	-0.1	8.3
COc1cc(-c2cc(=O)c3ccc(O)cc3o2)cc(OC)c1OC	-26.5	0.0	3.4
CCCCNC(=O)C1(C)CCCCN1C(=O)c1ccc2c(c1)C(C)(C)CCC2(C)C (stereo not given)	0.7	0.5	7.4
CCNC(=O)C1CCCN(Cc2ccc(C(=O)OCC)cc2)CC1 (stereo not given)	0.2	0.3	19.6
CCOC(=O)[C@@H](NC(=O)/C=C/[C@H]1O[C@@H](n2cc(C)c(=O)[nH]c2=O)C[C@@H]1O)C(C)C	1.1	-1.1	23.6
CCCS(=O)(=O)NC(=O)C1(C)CCN(C(=O)c2ccccc2OC(F)(F)F)C1 (stereo not given)	-1.0	0.2	20.3
CC(c1nc2ccccc2[nH]1)N(C(=O)Cc1csc2ccccc12)c1cccnc1 (stereo not given)	-0.8	-0.1	19.8
CC(=O)N1CCOCC1c1cc(C(=O)Nc2ccccc2)no1 (stereo not given)	-0.1	-0.9	8.7
C#CCNC(=O)C[C@@H]1C[C@@]2(C(=O)OCC)CCCC=C2N(Cc2ccc(Cl)cc2Cl)C1=O	0.8	1.5	-0.3
CC(C)(C)c1ccc(C(O)c2ncc(-c3cccc(F)c3)[nH]2)cc1 (stereo not given)	0.4	3.0	12.0
O=C(Nc1ccncc1)c1cc(C2CCCCN2C(=O)CCCc2ccccc2)on1 (stereo not given)	0.9	2.1	7.2
N#CC(=Cc1ccc(-c2ccccc2)cc1)C(=O)c1ccccc1	-40.7	-4.1	-407.4
O=C1NC[C@@H](CCCCN2C[C@H](Cc3ccccc3)N(CCc3ccccc3)C(=O)C2=O)N(Cc2ccccc2)C1=O	-0.1	-1.7	3.5
CCCCn1nnnc1C(c1ccccc1)N1CCN(c2cccc(C)c2C)CC1 (stereo not given)	-1.6	2.8	2.8
CC(=O)NC(c1ccccc1)c1nc(-c2cccc(C(F)(F)F)c2)cs1 (stereo not given)	1.5	-0.2	18.5
Cc1ccc(N2CCN(C(C(=O)Nc3c(C)cccc3C)c3cccc(F)c3)CC2)cc1 (stereo not given)	2.8	3.4	15.1
Cn1[nH]c2c(c1=O)[C@H](c1ccc(F)cc1)O[C@H](CCc1ccccc1)C2	-0.2	-3.6	28.9

Continued, overlapping the part above by 3 compounds.
SMILES	SENP1 FRET inh	MPTP block	SENP8 block
CC(=O)NC(c1ccccc1)c1nc(-c2cccc(C(F)(F)F)c2)cs1 (stereo not given)	1.5	-0.2	18.5
Cc1ccc(N2CCN(C(C(=O)Nc3c(C)cccc3C)c3cccc(F)c3)CC2)cc1 (stereo not given)	2.8	3.4	15.1
Cn1[nH]c2c(c1=O)[C@H](c1ccc(F)cc1)O[C@H](CCc1ccccc1)C2	-0.2	-3.6	28.9
CC1Sc2ccc(C#N)cc2N(Cc2cccc(C(F)(F)F)c2)C1=O (stereo not given)	-0.1	-2.0	8.6
O=C(NCc1ccc(F)cc1)c1cc(C2CCCCN2C(=O)C2CCCCC2)on1 (stereo not given)	2.0	-0.1	15.6
CC(C)C1C(=O)N(Cc2cn(CCC3OCCO3)nn2)CCS(=O)(=O)N1Cc1ccc(-c2ccccc2C(F)(F)F)cc1 (stereo not given)	0.2	-0.2	10.4
NC(Cc1ccc(Cl)cc1)c1csc(Nc2ccc(-c3ccccc3)nn2)n1 (stereo not given)	-5.2	3.0	13.2
COc1cc(OC)nc(Nc2nc(C(N)Cc3ccc(Cl)cc3)cs2)n1 (stereo not given)	-2.1	2.5	-10.5
COc1ccc(OC)c(CN2C(=O)c3ccccc3C2c2nnnn2-c2ccc3c(c2)OCCO3)c1 (stereo not given)	2.7	-0.4	16.6
COCCNC(=O)C1CCCN(C(=O)c2oc3ccccc3c2C)CC1 (stereo not given)	0.4	-0.7	20.7
O=C(C[n+]1ccc(C(=O)NCc2ccccc2)cc1)c1ccc(F)cc1	-8.4	0.6	5.5
O=C(NCc1cccc(C(F)(F)F)c1)c1ccc2sc(C3=C[C@@H](O)[C@@H](O)[C@@H](CO)O3)nc2c1	-4.4	0.2	-29.8
COc1cccc(-c2oc3c(c2C#CCCO)C(O)CCC3)c1 (stereo not given)	-4.7	-2.1	-42.4
CC(C)C[C@H]1CN([C@@H](CC(C)C)CN2CCCC2CN2C(=S)NC[C@@H]2Cc2ccccc2)C(=S)N1CCc1ccccc1 (stereo not given in full)	1.5	2.2	6.5
Cc1ccccc1CN1C(=O)C(C)Sc2ccc(-c3ccco3)cc21 (stereo not given)	-7.3	0.2	-65.2
COc1cc(NC(=O)C2(C)CCN2C(=O)C(C)C)cc(OC)c1OC (stereo not given)	2.7	1.1	2.5
COC(=O)/C=C1\OCc2cc(OCc3ccccc3)ccc21	2.0	-2.9	5.2
CCCc1nc2c(C)cc(Br)cn2c1Cc1ccccc1C(F)(F)F	2.7	-0.6	-0.8
CCOc1ccc(CCN2C(=O)C(=O)N([C@@H](CC(C)C)CN3CCC[C@H]3CN3C(=O)C(=O)NC[C@@H]3Cc3ccccc3)C[C@@H]2Cc2ccccc2)cc1	2.0	-4.1	12.8
CC(=O)c1ccc(OC2(C)CCN(Cc3ccc4ccccc4c3)C2)cc1 (stereo not given)	0.0	1.5	7.3
C[C@H](O)[C@@H]1CN2CCc3c([nH]c4ccccc34)[C@@H]2C[C@@H]1N(C)C(=S)NCCc1ccccc1	-15.0	0.8	-379.8
COc1ccc(C(C(=O)Nc2ccc(F)cc2)N2CCN(CC(=O)N3CCCC3)CC2)cc1 (stereo not given)	3.5	0.1	17.4
CCCC/C=C/c1cccc2nncn12	-0.2	2.4	-490.7
CCNC(=O)C1(C)CCCN(Cc2csc(-c3ccc(Cl)cc3)n2)C1 (stereo not given)	2.1	1.7	17.4
Cc1cc(C)n2c(Nc3ccc4c(c3)OCCO4)c(-c3cc4ccccc4o3)nc2n1	13.1	0.7	-101.3
CCCCC(c1nc2ccccc2[nH]1)N(C(=O)c1ccccc1)c1ccccc1[N+](=O)[O-] (stereo not given)	3.0	0.7	7.9
COc1ccc([C@H]2CC(=O)C[C@@H](CCn3cccn3)O2)cc1	0.0	0.0	6.2
Cc1ccnc(Nc2ccc(CCO)cc2)n1	-1.1	-0.9	12.4
O=C(NCc1ccccc1Cl)c1csc(COCCO)n1	1.1	-1.9	24.6
CC(=O)Nc1ccc(CNc2nc(NC(C)C)nc3cc(-c4ccccc4)sc23)cc1	-2.3	3.0	-331.7
CCCCNC(=O)C1C(c2ccc(OC)cc2)=Nc2ccccc2N1C(=O)Cc1cc(OC)cc(OC)c1 (stereo not given)	3.7	0.2	-66.2
CCOC(=O)[C@]12CCCC=C1N(CCC1=CCCCC1)C(=O)[C@H](CC(=O)NCc1ccc(OC)c(OC)c1)C2	-1.9	1.6	17.4
CCCS(=O)(=O)NC(=O)C1(C)CCN(C(=O)c2ccccc2C(F)(F)F)C1 (stereo not given)	0.6	-0.1	5.3

Entries of single compounds from above. Order of values: SENP1 FRET inh | MPTP block | SENP8 block
`CCNC(=O)C1(C)CCCN(Cc2csc(-c3ccc(Cl)cc3)n2)C1` (stereo not given) reads 2.1 | 1.7 | 17.4
`Cc1ccnc(Nc2ccc(CCO)cc2)n1` reads -1.1 | -0.9 | 12.4
`CCCS(=O)(=O)NC(=O)C1(C)CCN(C(=O)c2ccccc2C(F)(F)F)C1` (stereo not given) reads 0.6 | -0.1 | 5.3
`Cc1cc(C)n2c(Nc3ccc4c(c3)OCCO4)c(-c3cc4ccccc4o3)nc2n1` reads 13.1 | 0.7 | -101.3
`COc1ccc([C@H]2CC(=O)C[C@@H](CCn3cccn3)O2)cc1` reads 0.0 | 0.0 | 6.2

More records
SMILES	SENP1 FRET inh	MPTP block	SENP8 block
CCOC(=O)c1cc(OC)c2cccc(CN3CCC(C)(C(=O)NCCOC)C3)c2c1 (stereo not given)	-30.0	-0.1	-420.7
COC(=O)[C@@]1(Cc2ccc(F)cc2)[C@H]2c3cc(C(=O)N(C)C)n(Cc4cc(F)cc5c4OCOC5)c3C[C@H]2CN1C(=O)c1ccccc1	-4.0	-0.5	-21.3
Cc1cc(C)c(CN2CCN(C(=O)CC[C@H]3O[C@@H](n4cnc5c(NC(=O)c6ccccc6)ncnc54)[C@H](O)[C@@H]3O)CC2)c(C)c1	2.8	-0.3	34.5
O=S1(=O)CC(N2CCCCC2)CN1Cc1ccc(F)cc1 (stereo not given)	-0.9	-0.8	10.0
CC(=O)Nc1cccc(-c2ccnc3c2CC(C)(C(=O)Nc2ccccc2)O3)c1 (stereo not given)	-0.7	0.5	18.5
CCCOc1ccc(F)cc1-c1cc(C(=O)NCc2ccccc2)[nH]n1	-0.9	0.0	12.3
C[C@H]1CN([C@@H](C)CO)S(=O)(=O)c2ccc(-c3ccc(C#N)cc3)cc2O[C@H]1CN(C)C(=O)CN(C)C	0.9	-0.8	6.0
CCCN(C)C[C@@H]1OCCCC[C@@H](C)Oc2ccc(NS(=O)(=O)c3ccc(OC)cc3)cc2C(=O)N([C@H](C)CO)C[C@@H]1C	1.1	-0.5	16.3
CCOC1=C2CN(S(=O)(=O)c3ccc(C)cc3)[C@H](c3cccc(Cl)c3)C[C@@H]2N(S(=O)(=O)c2ccccc2[N+](=O)[O-])[C@H](c2ccccc2)C1	2.9	4.4	4.7
COc1cccc(Nc2nc(C(N)Cc3ccc(Cl)cc3)cs2)n1 (stereo not given)	-7.7	3.2	1.5
C[C@@H](NC(=O)[C@@H]1CCCN1C(=O)[C@@H]1CCCN1C(=O)c1cccc2ccccc12)c1ccccc1	1.0	-0.2	18.3
O=c1[nH][nH]c2c1[C@H](c1ccc(F)cc1)O[C@H](CCc1ccccc1)C2	0.9	-1.3	17.8
S=C(NC1CCCCC1)N1CCC(C2C=NC=N2)CC1 (stereo not given)	-0.2	-0.5	-1.1
Nc1ccccc1C(=O)NN=Cc1cccc([N+](=O)[O-])c1	-0.4	-0.3	12.7
CCNC(=O)C1(C)CCN(Cc2ccc(C(F)(F)F)cc2)C1 (stereo not given)	2.3	0.2	12.9
COc1cc(NC(=O)[C@@H]2O[C@H](CO)[C@@H](O)[C@H]2O)cc(OC)c1OC	-0.1	-0.5	3.4

The list is partial; count on the stated rates, not on these rows.
